Tb PYK inh: qHTS of Trypanosoma Brucei Inhibitors; pyruvate kinase (Trypanosoma brucei), Q57TT1; TbPYK enzyme, Kinase-Glo Plus ATP luminescence, 45 min; Potency, µM (titrated, usually from 76.8 µM), for inactives: top-dose activity, negative = inhibition, actives largely listed as inhibitors; 0.12% of 410,000 active; AID 624173, 2012; also: potency is read from the fitted curve at half-maximal effect; nearly all actives have a fitted effect of over 50% in size
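Readout: single end-point luminescence (Kinase-Glo Plus, 10 min). Reaction conditions were TbPYK/substrate plus 130 uM ADP, 45 min at RT, pH 7.2 TEA buffer. No-enzyme wells served as controls, and data were normalized before concentration-response fitting.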
AMA1 RON2 block: qHTS for Inhibitors of AMA1-RON; Towards Development of Antimalarial Drug Lead: Primary Screen; Plasmodium falciparum AMA1 (3D7) - RON2 peptide interaction; 0.2% of 360,000 active; Potency, µM (highest dose often 58.2 µM), for inactives: at the top dose activity change, negative = inhibition, most hits filed as inhibitors; AlphaScreen AMA1-biotinylated RON2 peptide binding;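 also: potency is read from the fitted curve at half-maximal effect; 0% = vehicle wells and -100% = peptide control; nearly all actives have a fitted effect of over 45% in size; some results filed as inactive show a strong effect at the top dose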
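AMA1 (3D7) with his tag at 25 nM final met compounds first, then biotinylated RON2 peptide at 25 nM; detection used donor plus acceptor beads, 10 µg/mL apiece, read by AlphaScreen after 30 min at room temperature.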
HCV inh: qHTS Assay for Inhibitors of Hepatitis C Virus (HCV); Huh7.5.1 HCVcc-Cre infection, luciferase reporter, 44 h; AID 651820, 2012; 3.4% of 340,000 active; Potency, µM (series often up to 41.8 µM), inactives show at the top dose activity change, negative = inhibition, most hits filed as inhibitors; also: potency is read from the fitted curve at half-maximal effect
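Luciferase read-out (15 sec integration) after a 15 min room-temperature substrate step quantifies HCVcc-Cre infection. Cells, 1,000 per well, had compound added 4 h post-plating, then virus at ~0.5 moi, and were cultured 44 h.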
LmPK inh: qHTS Assay for Inhibitors of Leishmania Mexicana Pyruvate Kinase (LmPK); Q27686; purified LmPK, Kinase-Glo ATP luminescence, 1 h; Potency, µM (top dose mostly 57.5 µM), for inactives: at the top dose activity change, negative = inhibition, actives largely listed as inhibitors; 0.37% of 290,000 active; AID 1721, 2009; also: potency is read from the fitted curve at half-maximal effect
Target sequence (Q27686 whole entry, looked up): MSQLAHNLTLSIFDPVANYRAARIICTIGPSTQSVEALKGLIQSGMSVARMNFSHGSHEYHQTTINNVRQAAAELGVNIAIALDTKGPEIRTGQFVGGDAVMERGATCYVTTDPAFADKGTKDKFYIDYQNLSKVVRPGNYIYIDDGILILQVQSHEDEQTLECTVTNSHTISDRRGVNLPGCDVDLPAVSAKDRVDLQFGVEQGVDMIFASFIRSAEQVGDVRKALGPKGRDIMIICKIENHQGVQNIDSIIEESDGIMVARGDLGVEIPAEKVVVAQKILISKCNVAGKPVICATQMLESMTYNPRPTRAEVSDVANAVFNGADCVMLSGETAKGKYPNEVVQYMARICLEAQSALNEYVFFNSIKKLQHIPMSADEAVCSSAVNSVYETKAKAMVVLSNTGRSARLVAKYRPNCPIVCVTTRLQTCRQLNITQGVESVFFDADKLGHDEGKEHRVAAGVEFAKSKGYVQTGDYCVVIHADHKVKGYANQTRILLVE
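Pyruvate kinase activity monitored as ATP production (luciferase luminescence). Conditions: 0.1 nM enzyme, 0.5 mM PEP, 0.1 mM ADP, 1 h, RT; normalized against uninhibited and no-enzyme wells.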
AmpC no deterg: qHTS Inhibitors of AmpC Beta-Lactamase (assay without detergent) | Potency, µM (doses to about 57.1 µM), without a hit: top-dose activity change, negative = inhibition, actives largely listed as inhibitors | AmpC nitrocefin hydrolysis, absorbance 480 nm, 0.0001% Triton | P00811 | 0.52% of 330,000 active;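 also: potency is read from the fitted curve at half-maximal effect; plate controls were no compound for no effect and no enzyme for full effect; nearly all actives have a fitted effect of over 20% in size; some results filed as inactive show a strong effect at the top dose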
Target sequence (P00811 whole entry, looked up): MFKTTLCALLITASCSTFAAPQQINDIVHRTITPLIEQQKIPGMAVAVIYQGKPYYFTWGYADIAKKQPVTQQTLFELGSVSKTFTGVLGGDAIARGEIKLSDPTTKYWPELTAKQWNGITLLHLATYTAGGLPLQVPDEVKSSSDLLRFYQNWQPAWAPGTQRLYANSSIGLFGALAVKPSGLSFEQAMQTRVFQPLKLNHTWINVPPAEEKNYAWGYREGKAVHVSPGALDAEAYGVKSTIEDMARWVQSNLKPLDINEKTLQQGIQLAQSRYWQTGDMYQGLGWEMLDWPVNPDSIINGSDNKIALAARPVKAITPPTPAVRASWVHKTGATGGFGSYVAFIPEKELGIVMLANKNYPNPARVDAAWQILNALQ
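20 mM phosphate pH 7.0 + 0.01% (detergent screen) or 0.0001% Triton X-100; 5.3 nM AmpC reagent; cpd preinc 15 min RT; nitrocefin (800 uM stock) to start; A480 q20 s × 4 min; Activity was normalised to no-enzyme and no-compound control wells.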
AmpC detergent: qHTS Inhibitors of AmpC Beta-Lactamase (assay with detergent); AmpC hydrolysis of nitrocefin, absorbance 480 nm, 0.01% Triton; Potency, µM (highest dose often 114 µM), for inactives: top-dose activity change, negative = inhibition, hits mostly inhibitors; 0.041% of 370,000 active; P00811;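 also: potency is read from the fitted curve at half-maximal effect; 0% = no-compound wells and -100% = no-enzyme wells; nearly all actives have a fitted effect of over 25% in size; some results filed as inactive show a strong effect at the top dose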
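AmpC (5.3 nM in the dispensed reagent) in 20 mM phosphate pH 7.0 with 0.01% (detergent screen) or 0.0001% Triton X-100 was preincubated with compounds for 15 min at room temperature. Nitrocefin was then added from an 800 uM solution, and hydrolysis was followed at 480 nm.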
HCMV inh: qHTS Assay for inhibitors of the human cytomegalovirus (HCMV) | HFF cells, HCMV-luciferase reporter, 72 h; hits give low values | activity change, negative = inhibition, % at 57.5 µM | 4.5% of 410,000 active | AID 1259415, 2018; in the data active = activity change below about -60%; inconclusive = no clear call, values can overlap the other calls; inactive = above about -39%
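Inhibition of viral replication was scored as loss of reporter luminescence in HFFs infected with HCMV-luciferase (MOI 1 PFU/cell) for 72 h; compounds tested at 2 doses, normalized to buffer and Salinomycin controls.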
Starred values were filed as active, the others as inactive; ? = inconclusive; . = not tested or not shown; [ ] = dose if it differs, or a comment. Unless noted, calls follow the shape of the dose curve; as a rule, active = well fitted curve in the direction sought with a large enough effect; inconclusive = small, poorly fitted or top-dose-only effect, or another doubt; inactive = no such curve, though single readings can be large; an effect the other way counts as inactive or inconclusive. Unless noted, % is scaled to controls: 0 for no effect and ±100 for the full control effect. An unsorted share of the library (roughly 7.5% active in at least one column).

molecule	Tb PYK inh	AMA1 RON2 block	HCV inh	AmpC detergent	AmpC no deterg	HCMV inh	LmPK inh
O=C1C(c2ccccc2)NC(=S)N1C1CCCCC1 (stereo not drawn)	1%	5%	3%	2%	-24%	-9	-1%
O=C(CCCn1ncn2c(cc3occc32)c1=O)NCc1cccc(Cl)c1	-3%	5%	-22%	4%	5%	-31	3%
CCOc1cc(N2CCOCC2)c(OCC)cc1NC(=O)COC(=O)CCn1c(C)csc1=O	0%	-8%	-7%	-15%	41%	-34	.
COC(=O)C(/C=N/O)NC(=O)c1ccccc1 (stereo not drawn)	2%	4%	15%	?	-4%	?	2%
CCOc1ccc(NC(=O)CSc2ncc(-c3ccc(F)cc3)n2Cc2ccco2)cc1	-6%	-21%	10µM*	-8%	7%	-27	-1%
COc1ccc(S(=O)(=O)N2CCOC2CNC(=O)C(=O)NCCc2c[nH]c3ccccc23)cc1C (stereo not drawn)	-15%	0%	11µM*	-6%	-15%	27	-2%
CCCCCCCCN1C(=O)[C@H](CC(=O)NCc2cccs2)C[C@@]2(C(=O)OC)CCCCC=C12	-1%	-1%	.	.	.	-6	.
C[C@@H]1CN([C@@H](C)CO)C(=O)c2cccc(NC(=O)C3CCCCC3)c2O[C@@H]1CN(C)Cc1ccc(Cl)c(Cl)c1	-17%	-16%	-10%	.	296%[activator]	-8	.
CN(C)S(=O)(=O)c1ccc(N2CCCC2)c(C(=O)NCc2ccccc2)c1	-3%	-5%	12%	1%	-3%	-34	2%
O=C(NNC(=S)NCc1ccco1)c1ccccc1Br	-11%	130%[activator]	24%	5%	-5%	-21	-4%

Ordered by number of heavy atoms (lowest first): three of the compounds above
molecule	Tb PYK inh	AMA1 RON2 block	HCV inh	AmpC detergent	AmpC no deterg	HCMV inh	LmPK inh
O=C1C(c2ccccc2)NC(=S)N1C1CCCCC1 (stereo not drawn)	1%	5%	3%	2%	-24%	-9	-1%
COc1ccc(S(=O)(=O)N2CCOC2CNC(=O)C(=O)NCCc2c[nH]c3ccccc23)cc1C (stereo not drawn)	-15%	0%	11µM*	-6%	-15%	27	-2%
C[C@@H]1CN([C@@H](C)CO)C(=O)c2cccc(NC(=O)C3CCCCC3)c2O[C@@H]1CN(C)Cc1ccc(Cl)c(Cl)c1	-17%	-16%	-10%	.	296%[activator]	-8	.

Continued:
molecule	Tb PYK inh	AMA1 RON2 block	HCV inh	AmpC detergent	AmpC no deterg	HCMV inh	LmPK inh
COCCCNC(=S)Nc1ccc2nc3n(c(=O)c2c1)CCCCC3	2%	-7%	-5%	6%	-19%	81	0%
CCOC(=O)c1c(NC(C)=O)c2c3c(sc2n1Cc1ccc(Cl)cc1)CCCC3	3%	.	.	20%	.	-27	.
CC(=O)C1=C(O)C(=O)N(c2ccc(S(N)(=O)=O)cc2)C1c1ccc([N+](=O)[O-])cc1 (stereo not drawn)	-3%	9%	3%	-8%	-21%	-15	3%
Cc1n[nH]c2ccc(Br)cc2c1=O	0%	2%	.	.	.	-22	.
COc1ccc(CNC(=O)CN(c2ccccc2)S(=O)(=O)c2ccccc2[N+](=O)[O-])cc1	1%	1%	-24%	-2%	-8%	?	10%
O=C(NC1CCCC1)c1ccccc1-c1ccccc1	-9%	10%	10%	5%	0%	-30	3%
CN(CC(=O)O)S(=O)(=O)c1ccc2c(c1)n(C)c(=O)c(=O)n2C	5%	-14%	-3%	-4%	-16%	38	4%
CCC(C)NCCC(=O)Nc1ccc(Cl)c(S(=O)(=O)Nc2ccc(Cl)cc2)c1 (stereo not drawn)	0%	-10%	?	-13%	-21%[11.4 µM]	-2	1%
CC1(C)OC(=O)C(=CNc2ccccn2)C(=O)O1	6%	-10%	15%	-2%	-7%	51	0%
CC(C)CCN1CCN(C2CSCCSC2)CC1CCO (stereo not drawn)	-7%	0%	7%	16%	-11%	-24	5%
O=C(NCc1ccncc1)C1Cc2c(-c3ccccc3Oc3ccccc3)ccnc2O1 (stereo not drawn)	-1%	?	.	.	.	2	.
COc1ccccc1NC(=O)CNc1ccc(F)c(Cl)c1	11%	-7%	11%	-10%	-19%	-8	-3%
COCC1CCN(Cc2cn(-c3ccccc3F)nc2-c2cc(C)sc2C)CC1	-1%	-14%	11%	4%	27%	8	0%
O=C(CNC(=O)c1ccc(S(=O)(=O)N2CCCC2)cc1)N/N=C/c1ccc(Cl)cc1	5%	-1%	-7%	4%	-38%	12	1%
Nc1ccn(C(C=O)CC(C=O)CO)c(=O)n1 (stereo not drawn)	3%	32%[activator]	.	.	.	-35	.
CCCCCc1ccc(OCCC[n+]2ccccc2)c(CCCCC)c1	7%	-1%	10µM*	-7%	154%[activator]	-99*	-4%
O=C(O)c1ccc(-c2sc(Nc3ccccc3)n[n+]2-c2ccc(F)cc2)cc1	-8%	-2%	19%	-12%	-27%	.	0%
Cc1ccc2cc(CN(CCCO)S(=O)(=O)c3ccccc3F)c(=O)[nH]c2c1C	-3%	7%	-2%	-8%	98%[activator]	-24	-2%
CC12CCC(=O)N1C(C(=O)Nc1cc(C(F)(F)F)ccc1N1CCOCC1)CS2 (stereo not drawn)	1%	-10%	8.9µM*	-16%	136%[activator]	-8	.
N#Cc1ccccc1NC(=O)CSc1nccn1CCc1ccccc1	-5%	-6%	-24%	2%	-12%	113	3%
COc1ccc(OCCC(=O)OCC(=O)NC(=O)NC2CCCCC2)cc1	-4%	-8%	21%	4%	-6%	98	1%
O=C(CSc1nc2ccccc2[nH]1)c1c[nH]c2ccccc12	2%	15%	0%	-1%	-35%	0	2%
CCOc1ccc(-n2c(=O)c3c(C)c(C)sc3n(Cc3c(F)cccc3Cl)c2=O)cc1	0%	.	.	12%	.	-9	.
O=C(O)c1ccc(NC(C(=O)c2ccccc2)c2ccccc2)cc1 (stereo not drawn)	5%	7%	14%	.	.	0	.
Cc1ccc(CCNC(=O)c2sc3ncccc3c2-n2c(C)ccc2C)cc1	2%	.	.	?	.	33	.
O=C(Cn1cc(COc2ccc(Br)cc2)nn1)c1ccc(O)cc1	-3%	0%	?	.	.	-11	.
COC(=O)c1ccc(/C=C/c2ccc3cccc(OC)c3n2)cc1	2%	2%	8%	?	-3%	0	2%
Cc1cc(N)n(-c2cc(C)c3ccccc3n2)n1	-7%	?	-9%	-9%	-28%[11.4 µM]	164	?
CN1C[C@@H]2[C@@H]3C(=O)N(C)C(=O)[C@@H]3[C@](C)(C1=O)N2C(=O)c1ccc(Cl)c(Cl)c1	0%	-11%	15%	.	.	-10	.
O=C1NC2=C(C(=O)c3ccccc32)C(c2ccccc2)N1 (stereo not drawn)	3%	-1%	15%	-6%	-15%	-16	2%
O=C(CCCNS(=O)(=O)c1cccc2nsnc12)NCc1ccc(Cl)cc1	-5%	7%	-11%	-10%	7%	-13	2%
CCN1C(=O)[C@H]2[C@@H](c3ccc(-c4ccc(OC)cc4)cc3)N[C@@](Cc3ccccc3)(C(=O)OC)[C@H]2C1=O	-8%	-3%	?	5%	6%	-19	.
O=C(Nc1ccc(Cl)cc1)Nc1cccnc1	-11%	-3%	4%	-2%	-31%	1	-18%
Cc1ccc(NC(=O)c2cc3c(s2)CCCC3)cc1	2%	-21%	-16%	1%	-42%	6	-6%
C/C(=N\Nc1nc(Cl)c(Cl)cc1Cl)c1ccc(S(=O)(=O)NCc2ccco2)cc1	0%	42%[activator]	6.3µM*	-5%	-31%	?	5%
C=CCNc1ncnc2c1cnn2-c1ccc(OC)cc1	2%	29%	-20%	3%	-14%	152	-9%
O=C(CN1C(=O)COc2ccccc21)NCc1ccc(C(=O)O)cc1	-2%	3%	17%	-14%	-10%	74	3%
NC(=O)C1(N2CCCCC2)CCN(C2CC(=O)N(Cc3cccs3)C2=O)CC1 (stereo not drawn)	-6%	-15%	4%	?	-6%	-23	7%
O=C(NCc1ccncc1)C(=O)N/N=C/c1ccc(OCc2ccccc2)cc1	4%	?	1%	-8%	-4%	37	0%
COC(=O)[C@@]1(Cc2ccc(F)cc2)[C@H]2c3cc(C(=O)N(C)C)n(C[C@H](O)CO)c3C[C@H]2CN1C(=O)c1ccccc1	15%	-1%	14%	-21%	311%[activator]	-30	2%
CC(C)C[C@@H](CN1C(N)=NC[C@@H]1C)NC(=O)CC12CC3CC(CC(C3)C1)C2	-8%	-2%	8%	.	7%	-2	.
COc1ccc(-c2noc(C3CC(=O)N(c4cc(C)cc(C)c4)C3)n2)cc1 (stereo not drawn)	3%	.	.	22%	.	12	.
CCc1ccc(C(N)=S)cc1	-6%	-8%	2%	0%	-12%	18	1%
CC1=CC(=O)OC2CC3OC4C[C@@H](C)C5OC6CC7O[C@]8(C)C/C=C\C9OC%10CC%11OC(CC(C)CO)CC(O)[C@]%11(C)OC%10CC9OC8C[C@]7(C)O[C@]6(C)CCC5OC4C[C@]3(C)OC12 (stereo partly drawn)	0%	-3%	18%	7%	181%[activator]	6	3%
CC(C)Cc1nnc(NC(=O)c2ccc(N3CCCC3=O)cc2)s1	-2%	-2%	-6%	2%	-20%	-16	.
CCN(CC)C(=O)C1CCN(Cc2cccc(OCc3ccccc3)c2)CC1	-8%	-12%	-7%	-9%	103%[activator]	24	-2%
Cc1ccc(-n2cnc3c(=O)[nH]cnc32)cc1	10%	-8%	?	.	.	18	.
COc1ccccc1C/C(N)=N/OC(=O)COc1cc(C)cc(C)c1C	2%	47%[activator]	-2%	0%	-16%	-7	-1%
Cc1ccnn1CCC(=O)N1CCCC(Nc2ccc(C(C)C)cc2)C1 (stereo not drawn)	-21%	-7%	.	.	.	?	.
CCn1c(=O)c2sccc2n2c(CCC(=O)Nc3ccc(C(C)C)cc3)nnc12	-1%	.	.	1%	.	-8	.
Cc1ccc(C)c(S(=O)(=O)N2CCCOC2CNC(=O)C(=O)NC2CCCC2)c1 (stereo not drawn)	-1%	5%	12%	4%	37%	-25	-6%

Compound activity from PubChem.
